# Bioassay records from PubChem.
# SUMO1 PPI mod: modulators of SUMO1 protein-protein interactions, primary screen, biochemical, uHTS; Small ubiquitin-related modifier 1 (Homo sapiens), P63165; SUMO1 binding to a labelled peptide, TR-FRET, 1 h; inhibition, % at 20 µM; 0.33% of 360,000 active; AID 602429, 2012; in the data active means inhibition above about 37%
# DNMT1 block: human DNMT1 methyltransferase inhibitors, primary screen, biochemical, molecular beacon, fluorescence, HinP1I cleavage, uHTS; 0.83% of 360,000 active; inhibition (reported as % activation of signal), % at 10 µM; DNA (cytosine-5)-methyltransferase 1 (Homo sapiens), P26358; in the data active means inhibition above about 50%
# Scp1 inh: Scp-1 phosphatase inhibitors, primary screen, biochemical, colorimetric, uHTS; Carboxy-terminal domain RNA polymerase II polypeptide A small phosphatase 1 (Homo …; Recombinant Scp1, phosphopeptide, malachite green phosphate absorbance; inhibition, % at 20 µM; 0.88% of 340,000 active; AID 493091, 2011;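 active means inhibition above about 50% at 20 µM, limit read from the data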;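 further: plate controls were DMSO wells with enzyme for no effect and wells lacking enzyme for full effect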
#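 System: truncated SCP-1 phosphatase (76-261aa); medium: Tris acetate buffer pH 5.5 with MgCl2 and Tween-20; incubation: 45 min room-temperature reaction, 5 min colour, 30 min stabiliser; compound: single 20 µM dose, 1% DMSO; reagent: Phosphorylated 17-residue peptide substrate; read-out: % inhibition at 20 µM; technique: colorimetric free-phosphate detection, absorbance 630 nm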
# Rpn11 inh: Rpn11 (PSMD14) deubiquitinase inhibitors, primary screen, biochemical, fluorescence polarization, uHTS. 26S proteasome non-ATPase regulatory subunit 14 (Homo sapiens), O00487. human 26S proteasome, Ub4-pepOG fluorescence polarization; 20S core pre-blocked with epoxomicin. calls only at 20 µM. 0.59% of 360,000 active;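 active means inhibition at 20 µM, scaled to each plate's controls, above about 33%, limit read from the data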
# Target sequence (O00487 whole entry, looked up): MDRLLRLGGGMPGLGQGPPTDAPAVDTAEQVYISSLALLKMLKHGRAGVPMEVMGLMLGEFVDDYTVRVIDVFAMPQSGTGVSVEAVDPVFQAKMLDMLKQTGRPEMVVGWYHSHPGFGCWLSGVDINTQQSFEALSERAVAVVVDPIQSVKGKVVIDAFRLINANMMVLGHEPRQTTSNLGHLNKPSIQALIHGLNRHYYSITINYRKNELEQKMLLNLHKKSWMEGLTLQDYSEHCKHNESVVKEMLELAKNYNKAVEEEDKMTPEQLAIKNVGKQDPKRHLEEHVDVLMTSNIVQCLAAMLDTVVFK
# STEP block: STEP phosphatase inhibitors, primary screen, biochemical, fluorescence intensity, uHTS; recombinant STEP, OMFP fluorogenic substrate; inhibition, % at 20 µM; Tyrosine-protein phosphatase non-receptor type 5 (Homo sapiens), P54829; 0.25% of 360,000 active;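 active means inhibition at 20 µM, scaled per plate between control wells, above about 37%, limit read from the data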;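 further: 0% = DMSO with enzyme and substrate and 100% = substrate only without enzyme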
#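 Measure: Control-normalized % inhibition with plate pattern correction | Test system: STEP phosphatase, cell-free reaction | Medium: pH 6.0 Bis-Tris with DTT and Tween 20 | Technique: Fluorescence, 480/540 nm | Times: Reaction 20 min, ambient temperature | Doses: Single compound dose of 20 µM, 1% DMSO final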
# Neddyl block: inhibitors of cullin neddylation, primary screen, biochemical, TR-FRET, uHTS, NAE and Ubc12; calls only at 25 µM; 0.58% of 360,000 active; in the data active means inhibition above about 36%
# Target sequence (P61081 whole entry, looked up): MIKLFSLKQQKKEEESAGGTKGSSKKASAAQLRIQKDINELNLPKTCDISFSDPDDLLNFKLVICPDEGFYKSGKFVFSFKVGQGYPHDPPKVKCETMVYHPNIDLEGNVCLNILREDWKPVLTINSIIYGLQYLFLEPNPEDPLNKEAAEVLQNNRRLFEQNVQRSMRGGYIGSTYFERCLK
# Target sequence (Q13564 whole entry, looked up): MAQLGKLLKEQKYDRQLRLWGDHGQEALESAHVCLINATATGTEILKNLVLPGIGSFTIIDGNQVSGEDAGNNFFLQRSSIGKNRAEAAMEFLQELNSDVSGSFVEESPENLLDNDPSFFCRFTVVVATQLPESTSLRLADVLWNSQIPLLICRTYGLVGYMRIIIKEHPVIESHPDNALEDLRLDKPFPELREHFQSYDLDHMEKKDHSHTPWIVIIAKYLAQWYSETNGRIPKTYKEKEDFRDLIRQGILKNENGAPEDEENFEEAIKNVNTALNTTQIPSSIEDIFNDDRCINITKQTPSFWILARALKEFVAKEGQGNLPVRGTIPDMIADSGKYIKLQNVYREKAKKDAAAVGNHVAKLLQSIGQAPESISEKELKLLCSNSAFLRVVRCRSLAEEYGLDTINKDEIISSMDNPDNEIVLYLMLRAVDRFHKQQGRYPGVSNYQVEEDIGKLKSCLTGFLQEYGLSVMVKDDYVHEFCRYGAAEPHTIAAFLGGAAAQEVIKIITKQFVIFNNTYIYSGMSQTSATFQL
# CSN inh: inhibitors of CSN-mediated cullin deneddylation, primary screen, biochemical, fluorescence polarization, uHTS; 0.38% of 360,000 active; inhibition, % at 12.5 µM; COP9 signalosome complex subunit 5 (Homo sapiens), Q92905; Purified CSN, SCF-Nedd8-OG deneddylation; AID 651999, 2013;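 active means pattern-corrected inhibition above about 35%, with an unprinted fluorescence ratio check between 0.5 and 1.5, limit read from the data, passing the limit was not always enough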;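 further: 0% = enzyme with substrate and 100% = substrate without enzyme; some results filed as inactive read as strong as hits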
#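 Material: purified human Csn5 enzyme expressed in HEK293T cells / Medium: Tris buffer pH 7.5, NaCl, DTT, Tween-20, trehalose, ovalbumin / Compound dosing: 12.5 µM single point / Schedule: 90 min incubation of compound, enzyme and substrate at room temperature / Signal: fluorescence polarization of the substrate / Control set: no-enzyme wells high, enzyme-with-substrate wells low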
# Rin1-Abl PPI inh: inhibitors of Rin1-Abl protein binding, primary screen, biochemical, TR-FRET | Tyrosine-protein kinase ABL1 (Homo sapiens) + Ras and Rab interactor 1 (Homo sapiens), … | inhibition, % at 7.35 µM | 0.4% of 360,000 active | AID 588664, 2011; in the data active means inhibition above about 5%, passing the limit was not always enough
# LMPTP block: LMPTP phosphatase inhibitors, primary screen, biochemical, fluorescence intensity, uHTS; recombinant LMPTP-A, OMFP fluorogenic substrate; Low molecular weight phosphotyrosine protein phosphatase (Homo sapiens), P24666; 0.22% of 360,000 active; inhibition, % at 20 µM;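 active means compounds that cut the enzyme signal by at least half of the control window in the single-dose screen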;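 further: plate controls were DMSO wells with enzyme plus substrate for no effect and substrate without enzyme for full effect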
#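 test system = LMPTP-A | amount = 0.625 nM LMPTP-A final | reagent = fluorogenic phosphatase substrate OMFP at 400 µM final | incubation = 50 min at room temperature | benchmarks = no-enzyme low control, uninhibited high control | medium = Bis-Tris pH 6.0, DTT, detergent | signal = fluorescence intensity of OMFP turnover product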
# NadD block: inhibitors of S. aureus NadD, primary screen, biochemical, colorimetric, uHTS. inhibition, % at 20 µM. Nicotinate-nucleotide adenylyltransferase NadD (Staphylococcus aureus N315). purified NadD enzyme, colorimetric absorbance read-out. 0.78% of 360,000 active; in the data active means inhibition above about 26%; further: some compounds past the cut are filed as inactive
# * hit, by the source's call; i = inactive; . = not tested or not shown; + = active, no number. Not a hit list; overall some 3.8% were active at least once.
1. c1cncc(-c2nc3c(ccc4ccccc43)[nH]2)c1
2. O=C1C2CC=CCC2C(=O)N1CC(=O)N(Cc1ccccc1)C1CCS(=O)(=O)C1 (centres undefined)
3. CC(C)C(=O)Nc1ccc(NC(=O)c2ccccc2Cl)nc1
4. CCN(CC)CCOC(=O)c1ccc(Cl)cc1
5. COC(=O)CCCC(=O)Nc1c(F)c(F)c(F)c(F)c1F
6. CCc1ccc(OCC(=O)N(Cc2cccs2)C2CCS(=O)(=O)C2)cc1 (centres undefined)
7. Cc1nc2c(OCCN3C(=O)c4ccccc4C3=O)cccn2c1N(C)C(=O)CCC1CCCC1
8. C[C@H]1CN(S(=O)(=O)C(C)(C)C)[C@H](CCO)/C1=C\c1ccccc1

screen / no.,1,2,3,4,5,6,7,8
SUMO1 PPI mod,4,1,0,3,6,2,-2,-3
DNMT1 block,-16,1,0,6,-1,0,-2,4
Scp1 inh,4,-7,-7,-6,-2,-7,.,4
Rpn11 inh,i,i,i,i,i,i,i,i
STEP block,1,-2,1,-2,4,1,-2,-2
Neddyl block,i,i,i,i,i,i,i,i
CSN inh,8,5,0,0,-2,2,-1,1
Rin1-Abl PPI inh,2,1,-1,1,3,0,-2,-2
LMPTP block,4.6,-0.5,-0.2,-0.9,-1.2,1.9,-1.1,-1.1
NadD block,10,4,0,1,4,2,-2,0

# Quoted at random: 6 records from the list
2. O=C1C2CC=CCC2C(=O)N1CC(=O)N(Cc1ccccc1)C1CCS(=O)(=O)C1 (centres undefined)
4. CCN(CC)CCOC(=O)c1ccc(Cl)cc1
5. COC(=O)CCCC(=O)Nc1c(F)c(F)c(F)c(F)c1F
6. CCc1ccc(OCC(=O)N(Cc2cccs2)C2CCS(=O)(=O)C2)cc1 (centres undefined)
7. Cc1nc2c(OCCN3C(=O)c4ccccc4C3=O)cccn2c1N(C)C(=O)CCC1CCCC1
3. CC(C)C(=O)Nc1ccc(NC(=O)c2ccccc2Cl)nc1

screen / no.,2,4,5,6,7,3
SUMO1 PPI mod,1,3,6,2,-2,0
DNMT1 block,1,6,-1,0,-2,0
Scp1 inh,-7,-6,-2,-7,.,-7
Rpn11 inh,i,i,i,i,i,i
STEP block,-2,-2,4,1,-2,1
Neddyl block,i,i,i,i,i,i
CSN inh,5,0,-2,2,-1,0
Rin1-Abl PPI inh,1,1,3,0,-2,-1
LMPTP block,-0.5,-0.9,-1.2,1.9,-1.1,-0.2
NadD block,4,1,4,2,-2,0

# Carrying on.
9. O=C(CNC(=O)c1ccc(Cl)cc1)c1ccc(Cl)cc1
10. O=C(Cn1cnc2c(cnn2-c2ccccc2)c1=O)N1CCCc2ccccc21
11. O=c1[nH]c(-c2ccccn2)nc(C(F)(F)F)c1Br
12. Cc1cc(NC(=O)CSc2nc3c(C)c(C)ccc3cc2C)no1
13. COC(=O)C1=CC(C(=O)c2cccs2)=NN(c2ccc(OC)cc2)C1C(=O)OC (centres undefined)
14. C=C(C)CN=C1NN=C(c2cc(C)n(-c3ccc(C)cc3)c2C)CS1
15. CCCOc1ccc(C(=O)O)cc1
16. COCCNc1nc(NCCOC)c2sc(-c3ccccc3)cc2n1

screen / no.,9,10,11,12,13,14,15,16
SUMO1 PPI mod,-9,2,6,0,-37,2,4,-17
DNMT1 block,1,-1,4,3,-6,20,1,-1
Scp1 inh,3,-3,-5,-2,-11,4,1,.
Rpn11 inh,i,i,i,i,+,i,i,i
STEP block,0,4,1,0,2,1,-3,2
Neddyl block,i,i,i,i,i,i,i,i
CSN inh,-3,3,-26,3,15,-4,-3,4
Rin1-Abl PPI inh,1,-2,1,0,-7,0,-2,-8
LMPTP block,1.3,-1.1,0.3,0.3,5.6,0.2,0.6,4.2
NadD block,-6,-1,5,-3,1,23,-3,-8

17. NCCCCCc1cn(CC(=O)NCCCCCCCCCCC(=O)N2CCNCC2)nn1
18. O=C(NCC1CCCO1)c1ccc(NC(=O)C2C3C=CC(C3)C2C(=O)O)cc1 (centres undefined)
19. CC(C)(C)c1cc(C(=O)Nc2cccc3ccccc23)ccn1
20. Cc1cccc(CSC(Nc2ccc(F)cc2)=C(C#N)C#N)c1
21. N#CCCCn1c(O)c(N=NC(=O)C(O)c2ccccc2)c2ccccc21 (centres undefined)
22. O=C(NC1CCCCCC1)c1ccc(-n2cnnc2)cc1
23. O=C(N/N=C\c1ccc(OCC(=O)N2CCCC2)cc1)C(=O)Nc1ccccc1F
24. Cn1c(CO)cnc1SCc1ccccc1

screen / no.,17,18,19,20,21,22,23,24
SUMO1 PPI mod,-17,-2,-4,5,-32,2,-9,2
DNMT1 block,-1,-1,-4,-1,2,-1,6,0
Scp1 inh,4,-2,-5,-7,-12,-2,3,-10
Rpn11 inh,i,i,i,i,i,i,i,i
STEP block,-1,-1,1,-3,2,0,-3,-1
Neddyl block,i,i,i,i,i,i,i,i
CSN inh,-3,2,-2,-6,-2,0,2,4
Rin1-Abl PPI inh,4,-1,0,1,-2,0,-1,2
LMPTP block,-3.1,-1.5,0.7,1.1,3.7,0.8,-1.5,-1.1
NadD block,-2,3,-3,-1,-5,-6,0,-6

25. CN(CC(=O)Nc1ccc(Cl)cc1)C(=O)CN1C(=O)C2CCCCC2C1=O (centres undefined)
26. NC(N)=NS(=O)(=O)c1ccc(NC(=S)NC(=O)c2ccccc2)cc1
27. Cc1ccc(NC(=O)N2CCCC2C(=O)NCc2ccc3c(c2)OCO3)cc1 (centres undefined)
28. COC(=O)c1ccc2nc(-c3cccc(Cl)c3)c(Cc3cccc(Cl)c3)n2c1
29. Cc1cccn2c(=O)c3cc(C(=O)NC4CCCCC4)sc3nc12
30. O=c1cc(-c2ccccc2)ss1
31. Cc1cc(=O)n2[nH]cc(-c3ccccc3)c2n1
32. CCCN(CCC)CCCNC(=S)Nc1ccc2nc3n(c(=O)c2c1)CCCCC3

screen / no.,25,26,27,28,29,30,31,32
SUMO1 PPI mod,5,0,6,2,-4,-10,2,3
DNMT1 block,4,-4,2,.,11,-5,-2,7
Scp1 inh,.,-11,-8,.,3,-7,-4,3
Rpn11 inh,i,i,i,.,i,i,i,i
STEP block,1,0,1,.,1,20,0,-2
Neddyl block,i,i,i,i,.,i,.,i
CSN inh,1,6,-1,3,39*,2,0,-6
Rin1-Abl PPI inh,0,-2,1,.,-3,1,-1,0
LMPTP block,-1.6,-1.3,-0.9,5.9,-0.8,0.9,1.1,-0.6
NadD block,4,-1,-4,8,-5,0,3,-2

33. COc1ccc(NCc2n[nH]nc2-c2ccccc2)cc1Cl
34. Cc1ccc(NC(=S)NC(=O)Cc2ccccc2)c(O)c1
35. O=C(COC(=O)c1ccccc1-c1nc2ccccc2s1)NC1CCS(=O)(=O)C1 (centres undefined)
36. CCOc1cc(N2CCOCC2)c(OCC)cc1NC(=O)COC(=O)COc1ccc(C#N)cc1
37. O=CN(CCN(C=O)CN1CCCCC1)CN1CCCCC1
38. CCOc1cc(/C=N/NC(=O)Cc2ccc(C(F)(F)F)cc2[N+](=O)[O-])c(Br)cc1OC
39. COC(=O)CSc1nc2sccc2c(=O)n1-c1ccccc1
40. Cc1cc(C(=O)COc2cccc(-n3cnnn3)c2)c(C)n1-c1ccccc1

screen / no.,33,34,35,36,37,38,39,40
SUMO1 PPI mod,-3,1,3,4,1,-1,8,5
DNMT1 block,-11,-1,9,-2,6,21,-4,-4
Scp1 inh,-4,-20,-4,-5,0,0,3,-11
Rpn11 inh,i,i,i,i,i,i,i,i
STEP block,2,3,0,-1,-2,-1,0,0
Neddyl block,i,i,i,i,i,i,i,i
CSN inh,-3,-6,-4,2,5,-1,5,3
Rin1-Abl PPI inh,1,-3,-1,-1,2,-3,3,2
LMPTP block,0.8,2.0,-1.1,0.1,-3.0,0.4,0.6,0.6
NadD block,9,0,-4,-2,-2,12,4,-1

41. CC(=O)Nc1ccc(NC(=O)CSc2nc(=O)n(Cc3ccncc3)c3c2CCC3)cc1
42. CN(Cc1ccccc1)C(=O)COC(=O)CN1C(=O)c2ccccc2C1=O
43. O=C(OCC(=O)N1CCc2ccccc21)c1ccc(Cl)nc1
44. CC12CC3CC(C)(C1)CC(CN1CCOCC1)(C3)C2
45. COc1cc(C2c3c(oc4ccccc4c3=O)C(=O)N2Cc2ccncc2)ccc1O (centres undefined)
46. CCOC(=O)N1CCN(C(=O)c2ccccc2NS(=O)(=O)c2ccc(C)cc2)CC1
47. O=[N+]([O-])c1ccc(Oc2cccc(Br)c2)c2ccncc12
48. Nc1nc(NCCOCCO)nc(NCc2ccccc2)c1[N+](=O)[O-]

screen / no.,41,42,43,44,45,46,47,48
SUMO1 PPI mod,4,-8,1,0,-6,2,-19,-10
DNMT1 block,0,5,2,7,0,0,-4,-3
Scp1 inh,3,-7,-3,4,-1,-9,-2,-2
Rpn11 inh,i,i,i,i,i,i,i,i
STEP block,0,-2,-2,-1,-1,-1,6,1
Neddyl block,i,i,i,i,i,i,i,i
CSN inh,-2,7,0,1,2,8,-6,0
Rin1-Abl PPI inh,1,2,0,-4,-1,2,-3,0
LMPTP block,-1.5,-1.3,-0.8,-2.1,-0.2,-2.0,3.6,-1.7
NadD block,3,1,-3,4,-1,-7,0,-5

49. CC(C)COc1ccc(Br)cc1CNC(C)(C)C
50. CNS(=O)(=O)c1cccc(C(=O)OCC(=O)c2ccc3[nH]c(=O)[nH]c3c2)c1
51. COc1ccc(C(=O)CC(SCC(NC(C)=O)C(=O)O)c2ccc(Cl)cc2)cc1OC (centres undefined)
52. Cc1cc(C)c(C(=O)CSc2nnc(C)c(=O)[nH]2)cc1C
53. CC(C)(C)c1ccc(CC(=O)N2CCC2(C)C(=O)Nc2cccc3cccnc23)cc1 (centres undefined)

screen / no.,49,50,51,52,53
SUMO1 PPI mod,7,21,-4,1,-2
DNMT1 block,2,-6,1,7,-6
Scp1 inh,-9,24,-20,0,.
Rpn11 inh,i,i,i,i,i
STEP block,-4,1,3,-1,3
Neddyl block,i,i,i,i,i
CSN inh,0,54*,2,4,2
Rin1-Abl PPI inh,-5,2,1,0,0
LMPTP block,-0.7,23,4.0,1.3,3.9
NadD block,-7,7,-12,-3,-6
